High-throughput results: PubChem BioAssay, several laboratories
TRPC4 inh – blocks the mouse TRPC4 cation channel; actives 0.39% (n = 300,000); Q9QUQ5; HEK293 TRPC4beta/mu-opioid, DAMGO-evoked Fluo4 calcium flux; stronger effect = lower value; B-score at 10 µM; AID 2247;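 active = B-score over 3 SD under the library average, no early fluorescence shift, positive overall ratio signal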
Target sequence (Q9QUQ5 whole entry, looked up): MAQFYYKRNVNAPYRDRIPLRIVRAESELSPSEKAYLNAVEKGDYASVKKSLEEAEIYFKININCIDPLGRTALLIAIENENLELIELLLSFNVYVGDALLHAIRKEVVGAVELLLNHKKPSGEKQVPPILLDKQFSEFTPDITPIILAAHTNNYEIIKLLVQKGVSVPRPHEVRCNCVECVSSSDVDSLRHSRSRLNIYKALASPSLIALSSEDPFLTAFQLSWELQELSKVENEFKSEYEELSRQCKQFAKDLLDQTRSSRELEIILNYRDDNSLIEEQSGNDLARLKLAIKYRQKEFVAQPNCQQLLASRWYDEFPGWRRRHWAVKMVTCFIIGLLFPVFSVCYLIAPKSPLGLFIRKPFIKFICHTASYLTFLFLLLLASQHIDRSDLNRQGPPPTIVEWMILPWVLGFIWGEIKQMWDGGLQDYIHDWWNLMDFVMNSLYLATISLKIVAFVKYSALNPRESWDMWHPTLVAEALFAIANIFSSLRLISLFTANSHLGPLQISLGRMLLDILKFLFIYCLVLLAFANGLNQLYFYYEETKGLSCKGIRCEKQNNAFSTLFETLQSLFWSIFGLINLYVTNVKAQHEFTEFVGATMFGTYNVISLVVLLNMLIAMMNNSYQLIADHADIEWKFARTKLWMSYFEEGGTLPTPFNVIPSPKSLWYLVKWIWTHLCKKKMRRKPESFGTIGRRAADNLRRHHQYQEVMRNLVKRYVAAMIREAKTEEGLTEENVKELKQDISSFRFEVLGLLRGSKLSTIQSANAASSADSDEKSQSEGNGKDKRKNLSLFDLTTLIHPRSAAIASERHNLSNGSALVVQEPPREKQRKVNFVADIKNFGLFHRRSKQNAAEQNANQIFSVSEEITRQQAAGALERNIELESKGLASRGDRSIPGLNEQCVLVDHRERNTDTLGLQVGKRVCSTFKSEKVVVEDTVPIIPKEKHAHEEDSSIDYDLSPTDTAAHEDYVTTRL
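Assay system: HEK293 cells with stable TRPC4beta plus mu-opioid receptor expression; Probe or stimulus: DAMGO in two steps, submaximal then maximal; Dosing: single-point compound dosing; Measured by: Fluo4 calcium-dye fluorescence, kinetic read; Read-out basis: B score from integrated Fluo4 fluorescence ratio.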
SKKanGAS inh – blocks kanamycin growth of S. pyogenes SKKanGAS strain | BacTiter-Glo, 6 h | inhibition, % at 7.5 µM | actives 1.3% (n = 300,000) | AID 1662;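 active = mean replicate score, as percent of positive control median, at least 50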;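 also: strain carries kanamycin resistance gene driven by streptokinase promoter and grows in 40 µg/ml kanamycin; loss of luminescence reflects streptokinase promoter inhibition or plain growth inhibition; 0% = median of DMSO wells and 100% = positive control at its reference dose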
MrgX1 agonist – human MrgX1 receptor agonism, primary screen; Q96LB2; MrgX1-HEK293 cells, Fluo-4 calcium fluorescence, agonist mode; stronger effect = higher value; B-score at 10 µM; actives 0.44% (n = 310,000); AID 588627;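 active = calcium response B-score plate-corrected fluorescence ratio at least 3 library SD, with starting fluorescence B-score inside 5 SD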
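Test system: HEK293 cells stably expressing human MrgX1 receptor; amount: 15,000 cells per well; doses: compound delivered in addition one of three; times: overnight plating before 1 h dye loading; detection: Fluo-4 NW calcium-flux fluorescence, kinetic read; read-out basis: B-scored fluorescence response ratio; controls: positive and negative controls per plate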
RGS4 pot – potentiators or activators of RGS4; HEK293 M3R/inducible RGS4, carbachol calcium flux Fluo4; stronger effect = lower value; B-score at 10 µM; actives 0.92% (n = 310,000);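 active = B-score of the integrated calcium signal more than 4 SD below the library mean, with starting fluorescence not abnormally high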;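 also: negative B-score means reduced calcium response which marks RGS4 activation or potentiation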
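test system = M3R-expressing HEK293 line, RGS4 induced by doxycycline | probe or stimulus = carbachol at ECmax as muscarinic agonist stimulus | timing = dye loading 30 min 37 °C, buffer rest 30 min RT | signal = calcium dye Fluo4 fluorescence | evaluation = B score from integrated fluorescence ratio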
MrgX1 PAM – allosterically activates human MrgX1 receptor signaling | Q96LB2 | B-score at 10 µM | actives 0.63% (n = 310,000) | MrgX1-HEK293, Fluo-4 calcium flux, FDSS; stronger effect = higher value;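 active = plate-corrected calcium response at least 3 library SD above typical, normal starting fluorescence, not activating the receptor alone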;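 also: compound read alongside a low EC10 to EC30 dose of BAM8-22 agonist; peak minus trough fluorescence over baseline measured at the second addition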
Platelet DG rel – platelet dense granule release activity. human platelet-rich plasma, SFLLRN dense granule ATP release, luminescence. inhibition, %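 (compounds screened at 7.5 µM in platelet-rich plasma)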. actives 0.22% (n = 300,000). AID 1663;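 active = mean replicate score, as percent of positive control, at or above 50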
TRPC6 inh – blocks the mouse TRPC6 cation channel | B-score at 10 µM | actives 1.1% (n = 310,000) | Q61143 | HEK293-TRPC6, membrane potential dye, ACh-evoked depolarization; stronger effect = lower value;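 active = B-score under library mean minus 3 SD, initial fluorescence not abnormally high, positive integrated signal ratio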;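 also: B-score derived from integrated fluorescence ratio over the kinetic read; more negative B-score means stronger inhibition of depolarization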
MrgX1 antagonist – blocks BAM8-22 activation of human MrgX1 receptor; MRGX1-HEK293 calcium flux, Fluo-4, BAM8-22 antagonism; stronger effect = lower value; B-score at 10 µM; actives 1.3% (n = 310,000); AID 588676;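 active = calcium-response B-score plate-corrected more than 3 library SD below zero, starting fluorescence within 5 deviations, no agonist response on first addition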;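 also: peak minus trough fluorescence over baseline after final BAM8-22 challenge near maximal dose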
HIF activator – HIF pathway transcriptional activation. U2OS HRE-luciferase reporter, luminescence; normalized: DMSO 0%, desferrioxamine 100%. actives 0.32% (n = 300,000). activation, % at 7.5 µM (by protocol);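 active = mean activation of at least 10% of the iron chelator positive control signal, with at least half of replicates also reaching 10%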
RGS4 inh – inhibitors of human RGS4; P49798; HEK293 M3R/RGS4 inducible, Fluo-4 calcium flux; stronger effect = higher value; triggered by carbachol at its EC20; B-score at 10 µM; actives 0.45% (n = 310,000);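 active = B-score, a plate-corrected calcium signal, over three deviations above library mean, with baseline fluorescence within five deviations of library mean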;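 also: RGS4 expression induced by doxycycline in cells with stable M3 receptor; B-score is computed from the integrated fluorescence ratio over baseline after carbachol; higher B-score means a larger calcium signal and so more RGS4 inhibition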
TRPC6 act – activates the mouse TRPC6 cation channel. B-score at 10 µM. actives 0.13% (n = 310,000). Q61143. HEK293-TRPC6 membrane potential dye fluorescence; stronger effect = higher value;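 active = B-score of the integrated fluorescence ratio above library mean plus 3 SD, and starting fluorescence ratio within library mean plus 5 SD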;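 also: higher score means more depolarization so channel activation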
Numbers without * were called inactive; i = inactive; . = no result given; & = joins results of further samples; ! = not active in a repeat.

The line under a structure holds: TRPC4 inh, SKKanGAS inh, MrgX1 agonist, RGS4 pot, MrgX1 PAM, Platelet DG rel, TRPC6 inh, MrgX1 antagonist, HIF activator, RGS4 inh, TRPC6 act
CC1CCN(S(=O)(=O)c2ccc3c(c2)N(CC(=O)NCCCN2CCCC(C)C2)C(=O)CS3)CC1 (stereo not drawn)
    i, 1, i, i, i, 6, i, i, -0.2, i, i
O=Cc1ccc(C(=O)OCC(=O)Nc2ccc(F)cc2F)cc1
    i, 16, i, i, i, 0, i, i, 0.3, i, i
CC1(C)CC(=O)C2=C(C1)Nc1ccccc1NC2c1nc2ccccc2[nH]1 (stereo not drawn)
    i, -3, i, i, i, 3, i, i, 0.2, i, i
CCOc1ccc(-n2c(SCC(=O)Nc3ccccc3CC)nc3n[nH]c(C)c3c2=N)cc1
    i, 5, i, i, i, 16, i, i, -0.2, i, i
COc1ccc(S(=O)(=O)Cc2ccc(C(=O)N3CCN(Cc4ccccc4)CC3)o2)cc1
    i, 0, i, i, i, -5, i, i, ., i, i
COc1ccc2c(CC(=O)OCC(=O)NC(=O)c3cccn3C)coc2c1
    i, 0, i, i, i, 10, i, i, -0.4, i, i
COc1ccc(-c2cc3ccc(OCC(=O)NCC4CCC(C(=O)O)CC4)cc3oc2=O)cc1 (stereo not drawn)
    i, 24, i, i, i, 9, i, i, 1.1, i, i
CCCc1cc(=O)[nH]c(SCC(=O)NC(=O)c2ccccc2)n1
    i, -4, i, i, i, -7, i, i, -0.2, i, i
COc1ccc(NC(=O)Nc2ccc3[nH]ccc3c2)cc1
    i, 3, i, i, i, 16, i, i, 0.9, i, i
O=C(Nc1ccc(OC(F)F)cc1)c1ccccn1
    i, 9, i, i, i, -10, i, i, 1.3, i, i
CC(=O)Oc1ccc2c(C)c(CC(=O)N3CCN(C(=O)C4COc5ccccc5O4)CC3)c(=O)oc2c1C (stereo not drawn)
    i, 6, i, i, i, 6, i, i, 1.1, i, i
Cc1ccc2nc(-c3ccc(O)c(O)c3)cn2c1
    i, 4, i, i, i, 10, i, i, 29*, i, i
Cc1ccc(C)c(-n2c(SCC(=O)Nc3nnc(C)s3)nnc2-c2ccoc2C)c1
    i, 6, i, i, i, 0, i, i, -20, i, i
COc1ccccc1NC(=O)C(C)OC(=O)CCCOc1ccccc1 (stereo not drawn)
    i, -11, i, i, i, -13, i, i, -0.3, i, i
O=C(COc1ccc(Br)cc1)Nc1ccccc1C(=O)NC1CC1
    i, 2, i, i, i, 8, i, i, 0.2, i, i
Cc1cccc(C)c1Nc1nnc(SC(C)C(=O)Nc2c(C)n(C)n(-c3ccccc3)c2=O)s1 (stereo not drawn)
    i, -13, i, i, i, -5, i, i, -0.3, i, i
CCCOc1ccc(C(=O)NC(C)C(=O)O)cc1 (stereo not drawn)
    i, -6, i, i, i, 4, i, i, 0.1, i, i
Cc1cc(NC(=O)CSc2nc(C3CC3)nc3sc(C)c(C)c23)no1
    i, 2, i, i, i, 5, i, i, 1.7, i, i
COc1ccc(-c2nc(CN3CCN(Cc4ccccc4)CC3)c(C)o2)cc1
    i, 1, i, i, i, 3, i, i, -0.5, i, i
Cc1noc(C)c1CN(C(=S)NC1CC1)c1ccccc1
    i, -1, i, i, i, 3, i, i, -0.1, i, i
Cc1ccc(NC(=O)c2sc(Cl)nc2-c2ccccc2)cc1C
    i, 17, i, i, i, 2, i, i, 0.2, i, i
CCOc1ccc(OCC)c(NC(=O)CSc2nc3cccnc3n2C)c1
    i, 1, i, i, i, 0, i, i, -0.1, i, i
COc1ccc2[nH]c(=O)c(CN(Cc3ccccc3OC)Cc3nnnn3CC3CCCO3)cc2c1 (stereo not drawn)
    i, -3, i, i, i, 12, i, i, 0.3, i, i
CCOc1ccc(CCNC(=O)CS(=O)Cc2nc(-c3ccccc3Cl)oc2C)cc1OCC (stereo not drawn)
    i, -7, i, i, i, 15, i, i, 0.8, i, i
CCN(C(=O)C(C)N1C(=O)/C(=C/c2ccco2)SC1=S)C1CCS(=O)(=O)C1 (stereo not drawn)
    i, 5, i, i, i, -7, i, i, -0.2, i, i
CSc1nc(-c2ccc(Cl)cc2)nc(N)c1C#N
    i, -2, i, i, i, -5, i, i, 0.7, i, i
CCN1CCN(C(=O)CCn2c(=O)c3cccn3c3cccnc32)CC1
    i, -6, i, i, i, 4, i, i, 0.0, i, i
CC1(CCc2ccc(O)cc2)NC(=O)NC1=O (stereo not drawn)
    i, -3, i, i, i, 5, i, i, -0.4, i, i
O=C(CCN1C(=O)/C(=C/c2ccc3c(c2)OCO3)SC1=S)Nc1cccc(C(=O)O)c1
    i, 3, i, i, i, -10, i, i, -29, i, i
O=C(NCCSC1CCCCC1)c1ccccc1
    i, -3, i, i, i, 8, i, i, 1.7, i, i
CC(C(=O)N(C)C1CCS(=O)(=O)C1)N1C(=O)/C(=C/c2ccc(F)cc2)SC1=S (stereo not drawn)
    i, -4, i, i, i, 4, i, i, -0.3, i, i
Cc1ccc(S(=O)(=O)NCCC(=O)OCn2nnc3ccccc3c2=O)cc1
    i, 0, i, i, i, -7, i, i, 0.2, i, i
COc1ccc(C2C(C(C)=O)=C(O)C(=O)N2CCc2c[nH]c3ccccc23)cc1OC (stereo not drawn)
    i, 3, i, i, i, ., i, i, 0.4, i, i
N=c1sccn1CC(=O)Nc1ccc(SC(F)F)cc1
    i, 2, i, i, i, -32, i, i, 0.4, i, i
Cc1ccc(NC(=S)NCC23C=CC(O2)C2C(=O)N(c4ccc(C)cc4)C(=O)C23)cc1 (stereo not drawn)
    i, -6, i, i, i, 8, i, i, -0.4, i, i
CC(=O)c1ccc(Nc2c3c(nc4ccccc24)CCCC3)cc1
    i, -13, i, i, i, -9, i, i, 2.1, i, i
Fc1ccc2nc(C3CCN(Cc4nc(CC5CC5)no4)CC3)[nH]c2c1
    i, -1, i, i, i, 2, i, i, -0.1, i, i
Cc1ccc(CN2C(=O)c3ccccc3NC23CCN(Cc2ccccc2)CC3)cc1
    i, ., i, i, i, -4, i, i, -0.8, i, i
COc1ccc(CNC(=O)c2cccc(S(=O)(=O)N3CCN(C)CC3)c2)cc1
    i, 0, i, i, i, 2, i, i, 0.1, i, i
COc1ccc2nc(SCC(=O)Nc3ccc(S(=O)(=O)Nc4nccc(C)n4)cc3)[nH]c2c1
    i, 11, i, i, i, 0, i, i, -0.2, i, i
CCCOc1ccc(S(=O)(=O)n2cc(F)c(=O)[nH]c2=O)cc1
    i, -4, i, i, 7.9*, -3, i, i, 0.4, i, i
COc1ccc(C[C@H]2CN3C(=NC[C@H]3C)N2CCNC(=O)CCC2CCCCC2)cc1
    i, -1, i, i, i, 1, i, i, 1.6, i, i
CC(N)C12CC3CC(CC(C3)C1)C2 (stereo not drawn)
    i, 5&-4, i, i, i, 2&-7, -5.4*!, -5*!, -0.5&0.7, i, i
OC(COc1ccc(Cl)c2ccccc12)CN1CCN(c2ccccn2)CC1 (stereo not drawn)
    i, 11, i, i, i, -5, i, i, -0.2, i, i
Cc1cc(C)n(CC(=O)n2c3ccccc3c3ccccc32)n1
    i, -4, i, i, i, -5, i, i, 0.3, i, i
COCCNC(C(=O)Nc1ccc(C)cc1[N+](=O)[O-])c1ccccc1 (stereo not drawn)
    i, -3, i, i, i, -2, i, i, 1.4, i, i
CCOc1c2ccc(C(=O)NCc3ccc4c(c3)OCO4)cc2nn1C
    i, -1, i, i, i, 4, i, i, 1.3, i, i
Cc1[nH]cnc1CSCc1ccc(F)cc1
    i, -1, i, i, i, 13, i, i, 1.2, i, i
Cc1ccc2c(c1)C(=O)CC(O)(C(F)F)O2 (stereo not drawn)
    i, -15, i, i, i, -1, i, i, -1.3, i, i
COC(=O)C1=C(C)N(CC2CC2)C(=O)N[C@H]1c1ccccc1
    i, 0, i, i, i, -2, i, i, 0.1, i, i
COc1cc(NC(=O)c2cccs2)c(C(=O)OCC(=O)NC(=O)NCc2ccccc2)cc1OC
    i, 15, i, i, i, 3, i, i, 0.1, i, i
CC(C)c1c(C(=O)N/N=C/C=C/c2ccccc2)nnn1-c1nonc1N
    i, 46, i, i, i, -7, i, i, 0.2, i, i
O=C(O)c1ccc(-n2nnnc2SCc2cccc(Br)c2)cc1
    i, -2, i, i, i, 0, i, i, 0.4, i, i
Cc1c(C(=O)C(=O)N2CCCc3ccccc32)c2ccccc2n1C
    i, 1, i, i, i, 8, i, i, 1.2, i, i
c1ccc(-c2nc(-c3cccs3)[nH]c2-c2ccccc2)cc1
    i, 2, i, i, i, -2, i, i, 0.0, i, i
CCCC(=O)Nc1cc2c3c(c1)CCN3C(=O)CC2
    i, -2, i, i, i, -7, i, i, 0.3, i, i
CCOc1ccc(NC(=O)CSc2nnc(-c3ccccn3)n2N)cc1
    i, -8, i, i, i, -5, i, i, 0.0, i, i
COc1ccc(C(=O)NC(=S)N2CCCCC2)cc1
    i, -4, i, i, i, 0, i, i, 0.5, i, i
O=C1C(Cl)=C(NCCN2CCOCC2)C(=O)c2ccccc21
    i, -1, i, i, i, -3, i, i, 0.0, i, i
COC(=O)C1=C[C@@H](C(=O)OC)C2C3=C(C(=O)C24CCCCC4)[C@H](C)n2c(=O)n(-c4ccccc4)c(=O)n2[C@@H]3C1 (stereo partly drawn)
    i, -1, i, i, i, 2, i, i, 1.1, i, i
Cc1ccc(S(=O)(=O)NNC(=S)NCCc2ccccc2)cc1
    i, -9, i, i, i, 9, i, i, 0.1, i, i
